FadD28 binding = M. tuberculosis FadD28 bisubstrate binding inhibition; FadD28 bisubstrate probe binding, fluorescence polarization; AID 588549; inhibition, % at 12.5 µM; 360,000 compounds, 0.22% hits; in the data active means inhibition above about 8.5%, passing the limit was not always enough
CCHF vOTU inh = CCHFV vOTU protease inhibition; Pep-AMC fluorescence; 370,000 compounds, 0.55% hits; inhibition, % at 11.5 µM; further: 0% = vehicle wells with enzyme and 100% = no enzyme wells
Rv3671c inh = Rv3671c (M. tuberculosis) protease inhibition; P9WHR9; inhibition, % at 5.96 µM; 320,000 compounds, 0.048% hits; AID 2606; in the data active means inhibition above about 38%;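 further: extracellular domain of Rv3671c used as enzyme; 0% = enzyme with DMSO and 100% = no enzyme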
Target sequence (P9WHR9 whole entry, looked up, the tested form may be a part): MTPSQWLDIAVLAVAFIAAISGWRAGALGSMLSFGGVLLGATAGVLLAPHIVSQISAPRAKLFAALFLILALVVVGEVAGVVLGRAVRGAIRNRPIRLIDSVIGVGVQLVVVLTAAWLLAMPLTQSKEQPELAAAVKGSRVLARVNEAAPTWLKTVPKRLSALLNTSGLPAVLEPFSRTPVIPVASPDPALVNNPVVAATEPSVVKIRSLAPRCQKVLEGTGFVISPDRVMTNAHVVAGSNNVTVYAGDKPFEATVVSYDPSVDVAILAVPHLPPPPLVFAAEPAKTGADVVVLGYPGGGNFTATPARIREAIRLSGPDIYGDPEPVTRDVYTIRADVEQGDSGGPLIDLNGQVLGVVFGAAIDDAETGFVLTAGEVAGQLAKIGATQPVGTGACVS
FBA Mtb inh = Mtb fructose-bisphosphate aldolase inhibition | AID 588726 | purified M. tuberculosis FBA, fluorescence read-out | inhibition, % at 1 µM | P9WQA3 | 360,000 compounds, 2.3% hits; in the data active means inhibition above about 27%;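 further: 0% = vehicle and 100% = reference inhibitor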
Mtb UGM inh = inhibitors of M. tuberculosis UDP-galactopyranose mutase; AID 504406; 320,000 compounds, 0.06% hits; inhibition, % at 10 µM; P9WIQ1; purified UGM, fluorescence polarization probe displacement; in the data active means inhibition above about 10%, passing the limit was not always enough
Target sequence (P9WIQ1 whole entry, looked up): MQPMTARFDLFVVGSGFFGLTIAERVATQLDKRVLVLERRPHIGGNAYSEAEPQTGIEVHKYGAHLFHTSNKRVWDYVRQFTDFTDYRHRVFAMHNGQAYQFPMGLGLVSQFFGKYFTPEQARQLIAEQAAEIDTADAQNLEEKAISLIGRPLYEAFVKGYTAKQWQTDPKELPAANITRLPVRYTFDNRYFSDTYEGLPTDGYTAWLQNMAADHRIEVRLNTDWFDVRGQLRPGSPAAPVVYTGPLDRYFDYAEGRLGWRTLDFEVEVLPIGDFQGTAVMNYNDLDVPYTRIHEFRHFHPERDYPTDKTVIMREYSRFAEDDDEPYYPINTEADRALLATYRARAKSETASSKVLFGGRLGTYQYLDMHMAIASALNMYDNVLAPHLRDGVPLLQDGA
BioA inh = blocks M. tuberculosis BioA enzyme activity; purified M. tuberculosis BioA enzyme, plate reader; AID 602481; inhibition, % at 9.99 µM; 360,000 compounds, 0.096% hits; in the data active means inhibition above about 40%
BoNT-F LC inh = inhibitors of Botulinum neurotoxin F light chain protease; Multiplex microsphere protease cleavage assay, flow cytometry; inhibition, % at 10 µM; 360,000 compounds, 0.22% hits; in the data active means inhibition above about 35%, passing the limit was not always enough; further: plate controls were buffer without enzyme for full effect and enzyme alone for no effect
MazEF act = activators of E. coli MazEF toxin-antitoxin RNase; P0AE70; FAM/BHQ RNA-DNA oligo cleavage fluorescence, 5 h; activation, % at 20 µM; 350,000 compounds, 0.32% hits; AID 504720; in the data active means activation above about 50%
DUSP3 inh = DUSP3 (human) phosphatase inhibition. P51452. recombinant VHR phosphatase, pNPP absorbance. inhibition, % at 13.3 µM. 290,000 compounds, 0.52% hits; in the data active means inhibition above about 50%; further: some compounds called inactive have numbers as strong as hits
Target sequence (P51452 whole entry, looked up): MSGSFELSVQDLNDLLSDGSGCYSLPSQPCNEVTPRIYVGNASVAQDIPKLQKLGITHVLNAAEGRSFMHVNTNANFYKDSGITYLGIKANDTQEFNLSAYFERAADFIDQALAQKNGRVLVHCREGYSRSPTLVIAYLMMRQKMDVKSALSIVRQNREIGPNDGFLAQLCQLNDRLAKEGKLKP
GDH-TPI inh = counter-screen for M. tuberculosis FBA inhibitors: GDH-TPI coupled enzymes; AID 588335; GDH-TPI coupled enzyme counterscreen, NADH absorbance; inhibition, % at 4.8 µM; 360,000 compounds, 1.2% hits;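 further: 0% = DMSO wells and 100% = wells lacking the enzyme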
The depositor's hits bear a star; & = joins results of further samples. Unless noted, no stated cut-off is given here; in the data, active means inhibition above about 30%; inactive means the rest.

`CC(C)(C)C(=O)C(Cl)C(=O)Nc1ccccc1` (configuration not stated) gave FadD28 binding -0.8, CCHF vOTU inh 8, Rv3671c inh 2, FBA Mtb inh 0, Mtb UGM inh -1.5, BoNT-F LC inh -6, MazEF act 0, DUSP3 inh -4 and GDH-TPI inh 1.
For CCOC(=O)Cc1csc(NC(=O)CSc2nc(=O)[nH]c3c2CCCC3)n1 the results were FadD28 binding -2.5, CCHF vOTU inh 10, Rv3671c inh -5, FBA Mtb inh -2, Mtb UGM inh -0.5, BioA inh 0.4, MazEF act -2 and GDH-TPI inh 0.
Screening CSCCC(NC(=O)c1ccc([N+](=O)[O-])cc1Cl)C(=O)OCC(=O)N(C)C (configuration not stated) returned FadD28 binding -0.6, CCHF vOTU inh -11, Rv3671c inh -11, FBA Mtb inh 5, Mtb UGM inh 0.5, BoNT-F LC inh -1, MazEF act 8, DUSP3 inh 23 and GDH-TPI inh 8.
Screening COC(=O)c1c(-c2ccc(S(C)(=O)=O)cc2)sc2cc(OC)ccc12 returned FadD28 binding -0.6, CCHF vOTU inh -49, Rv3671c inh -6, FBA Mtb inh 190*, Mtb UGM inh -2.1, BioA inh 1.2, BoNT-F LC inh -1, MazEF act 11 and GDH-TPI inh 13.
Screening O=C(O)c1cccc(N2C(=O)c3cccc(Oc4ccc(Cl)cc4)c3C2=O)c1 returned FadD28 binding -2.1, CCHF vOTU inh -4, Rv3671c inh -5, FBA Mtb inh 0, Mtb UGM inh 0.6, BoNT-F LC inh -3, MazEF act 0, DUSP3 inh -8 and GDH-TPI inh 6.
`O=C(OCCN1CCOCC1)c1cccnc1` gave FadD28 binding -0.2&-4.4, CCHF vOTU inh -2, Rv3671c inh -6&-14, FBA Mtb inh 0&-3, Mtb UGM inh -3.5&0.8, BioA inh -1.9&-2.4, BoNT-F LC inh -2&-5, MazEF act 2&-4, DUSP3 inh 17&-27 and GDH-TPI inh 3&1.
`CN(C)S(=O)(=O)c1ccc(-c2csnn2)s1` gave FadD28 binding -2.1, CCHF vOTU inh 6, Rv3671c inh -7, FBA Mtb inh 3, Mtb UGM inh 0.0, BioA inh 14, BoNT-F LC inh -28, MazEF act 0, DUSP3 inh -16 and GDH-TPI inh -5.
`COc1ccc(C(=O)Oc2ccc3ccc(=O)oc3c2)cc1` gave FadD28 binding 0.9, CCHF vOTU inh -28, Rv3671c inh 1, FBA Mtb inh 9, Mtb UGM inh -1.7, BioA inh -1.1, BoNT-F LC inh 25, MazEF act 2, DUSP3 inh -6 and GDH-TPI inh 0.
Screening Cc1ccc(N(CC(O)Cn2c3ccccc3c3ccccc32)S(C)(=O)=O)cc1 (configuration not stated) returned FadD28 binding -2.5, CCHF vOTU inh -7, Rv3671c inh -13, FBA Mtb inh 0, Mtb UGM inh 3.1, BioA inh 0.6, BoNT-F LC inh -4, MazEF act 1, DUSP3 inh -29 and GDH-TPI inh 4.
Screening Cc1ccccc1S(=O)(=O)NC(=O)C1(C)CCN1C(=O)c1cccc2ccccc12 (configuration not stated) returned FadD28 binding -4.4, CCHF vOTU inh 5, FBA Mtb inh -1, BioA inh 1.1, BoNT-F LC inh -4 and GDH-TPI inh -11.
`Cc1nc2c(-c3ccccc3)c(C)nn2c(C)c1CCC(=O)N1CCC2(CC1)OCCO2` gave FadD28 binding -0.4, CCHF vOTU inh 1, Rv3671c inh 5, FBA Mtb inh 0, Mtb UGM inh 2.9, BioA inh 3.7, BoNT-F LC inh 62*, MazEF act -1, DUSP3 inh -5 and GDH-TPI inh 12.
`CN(C(=O)c1ccncc1)C1CCS(=O)(=O)C1` (configuration not stated) gave FadD28 binding -0.5, CCHF vOTU inh 3, Rv3671c inh -6, FBA Mtb inh 1, Mtb UGM inh 1.0, BioA inh -0.3, BoNT-F LC inh -18, MazEF act 2, DUSP3 inh 6 and GDH-TPI inh 17.
`COc1ccc(NC2CCCN(C(=O)CCOc3ccccc3)C2)cc1` (configuration not stated) gave FadD28 binding 1.4, CCHF vOTU inh 3, Rv3671c inh -2, FBA Mtb inh 2, Mtb UGM inh 0.0, BioA inh 4.8, BoNT-F LC inh 9, MazEF act 1, DUSP3 inh 29 and GDH-TPI inh -2.
For CN(C(=O)c1ccc(NC(=O)Cc2cccc(NC(=O)C3CCN(C(=O)C4CCC4)CC3)c2)cc1)C1CC1 the results were FadD28 binding -3.5, CCHF vOTU inh -5, FBA Mtb inh -3, BioA inh 0.2, BoNT-F LC inh -1, MazEF act 3 and GDH-TPI inh -2.
For Nc1cc(N)nc(SCC(=O)Nc2ccc3c(c2)OCCCO3)n1 the results were FadD28 binding -0.6, CCHF vOTU inh -11, Rv3671c inh -12, FBA Mtb inh -4, Mtb UGM inh -0.1, BioA inh -0.5, BoNT-F LC inh 8, MazEF act 5, DUSP3 inh -8 and GDH-TPI inh 6.
Screening Cc1ccccc1NC(=O)Cc1nnc(SCC(=O)NC2CCCC2)n1C returned FadD28 binding 1.3, CCHF vOTU inh 15, Rv3671c inh -9, FBA Mtb inh 0, Mtb UGM inh -2.3, BioA inh -1.2, BoNT-F LC inh -18, MazEF act 4, DUSP3 inh -41 and GDH-TPI inh 1.
`Cc1cn(C2CC(O)C(CO)O2)c(=O)n(Cc2ccccc2)c1=O` (configuration not stated) gave FadD28 binding -5.6, CCHF vOTU inh -3, FBA Mtb inh -5, BioA inh -1.2, BoNT-F LC inh -12, MazEF act -2 and GDH-TPI inh 4.
For O=C(Nc1ccccc1)OCCCCCOC(=O)Nc1ccccc1 the results were FadD28 binding -4.0, CCHF vOTU inh 5, Rv3671c inh 7, FBA Mtb inh -1, Mtb UGM inh 0.2, BioA inh 1.4, BoNT-F LC inh 0, MazEF act 0, DUSP3 inh 4 and GDH-TPI inh 4.
Screening O=c1oc(-c2ccccc2)nc2ccsc12 returned FadD28 binding -3.0, CCHF vOTU inh 2, Rv3671c inh -11, FBA Mtb inh 1, Mtb UGM inh 2.8, BioA inh -0.5, BoNT-F LC inh 22, MazEF act 4, DUSP3 inh -32 and GDH-TPI inh 9.
Screening CCN1CCCC1CN(Cc1cc2ccc(C)c(C)c2[nH]c1=O)C(=O)Nc1ccccc1OC (configuration not stated) returned FadD28 binding -2.0, CCHF vOTU inh -12, Rv3671c inh -3, FBA Mtb inh 1, Mtb UGM inh 1.3, BioA inh -1.9, BoNT-F LC inh 19, MazEF act -9, DUSP3 inh 1 and GDH-TPI inh 11.

Molecules above that contain a Cl atom, in the order listed:
`CC(C)(C)C(=O)C(Cl)C(=O)Nc1ccccc1` (configuration not stated) gave FadD28 binding -0.8, CCHF vOTU inh 8, Rv3671c inh 2, FBA Mtb inh 0, Mtb UGM inh -1.5, BoNT-F LC inh -6, MazEF act 0, DUSP3 inh -4 and GDH-TPI inh 1.
Screening CSCCC(NC(=O)c1ccc([N+](=O)[O-])cc1Cl)C(=O)OCC(=O)N(C)C (configuration not stated) returned FadD28 binding -0.6, CCHF vOTU inh -11, Rv3671c inh -11, FBA Mtb inh 5, Mtb UGM inh 0.5, BoNT-F LC inh -1, MazEF act 8, DUSP3 inh 23 and GDH-TPI inh 8.
Screening O=C(O)c1cccc(N2C(=O)c3cccc(Oc4ccc(Cl)cc4)c3C2=O)c1 returned FadD28 binding -2.1, CCHF vOTU inh -4, Rv3671c inh -5, FBA Mtb inh 0, Mtb UGM inh 0.6, BoNT-F LC inh -3, MazEF act 0, DUSP3 inh -8 and GDH-TPI inh 6.

The list continues.
Screening CCSc1nnc(Cc2cc(=O)[nH]c(=O)[nH]2)n1-c1ccc(F)cc1 returned FadD28 binding -1.4, CCHF vOTU inh -3, Rv3671c inh 2, FBA Mtb inh 3, Mtb UGM inh 1.0, BioA inh -0.1, BoNT-F LC inh 1, MazEF act 6, DUSP3 inh -27 and GDH-TPI inh 18.
For CCOc1ccc(N2C(=O)C3C4C=CC(CC4)C3C2=O)c([N+](=O)[O-])c1 (configuration not stated) the results were FadD28 binding -0.6, CCHF vOTU inh 6, Rv3671c inh 7, FBA Mtb inh 3, Mtb UGM inh 0.7, BioA inh -2.4, BoNT-F LC inh -3, MazEF act -1, DUSP3 inh 21 and GDH-TPI inh -8.
O=C(O)C1CC(=O)N(Cc2ccccc2)C1 (configuration not stated) was read as FadD28 binding -1.2, CCHF vOTU inh 2, Rv3671c inh 4, FBA Mtb inh 1, Mtb UGM inh -2.3, BoNT-F LC inh 5, MazEF act 1, DUSP3 inh 6 and GDH-TPI inh -11.
For COc1ccccc1CNC(=O)CCC(=O)N1CC(C)Sc2ccccc21 (configuration not stated) the results were FadD28 binding -2.7, CCHF vOTU inh 5, Rv3671c inh -2, FBA Mtb inh 5, BioA inh -1.3, BoNT-F LC inh -6, MazEF act -1, DUSP3 inh 29 and GDH-TPI inh 7.
Screening COc1cc2ccccc2cc1C(=O)N1CCCC1 returned FadD28 binding 0.5, CCHF vOTU inh 0, Rv3671c inh -8, FBA Mtb inh 4, Mtb UGM inh -0.5, BioA inh 3.0, BoNT-F LC inh -9, MazEF act 6, DUSP3 inh 19 and GDH-TPI inh 2.
O=C(CS(=O)(=O)Cc1ccccc1)Nc1nnc(C(F)(F)F)s1 was read as FadD28 binding -1.5, CCHF vOTU inh -6, Rv3671c inh 0, FBA Mtb inh 2, Mtb UGM inh 4.3, BioA inh 1.6, BoNT-F LC inh -5, MazEF act 5, DUSP3 inh 0 and GDH-TPI inh 8.
Screening Cc1c(C(=O)NC2CCCCC2)oc2ccccc12 returned FadD28 binding -2.0, CCHF vOTU inh 8, Rv3671c inh -2, FBA Mtb inh 3, Mtb UGM inh 0.0, BioA inh 0.6, BoNT-F LC inh -8, MazEF act -9, DUSP3 inh -13 and GDH-TPI inh 6.
`CCN(CC(=O)Nc1ccc(NC(C)=O)cc1)C(=O)c1ccc(Sc2nncn2C)c([N+](=O)[O-])c1` gave FadD28 binding -0.8, CCHF vOTU inh -3, FBA Mtb inh 2, BoNT-F LC inh 0, MazEF act 4 and GDH-TPI inh 13.
For CCN(CC)CCN(C(=O)c1ccc(S(=O)(=O)N2CCCCC2)cc1)c1nc2cc3c(cc2s1)OCO3 the results were FadD28 binding -0.8, Rv3671c inh -12, FBA Mtb inh 0, Mtb UGM inh -1.3, BoNT-F LC inh -4, MazEF act 2, DUSP3 inh 15 and GDH-TPI inh 8.
For COC(=O)c1ccc(NC(=O)CSc2nncn2-c2ccccn2)cc1 the results were FadD28 binding -1.5, CCHF vOTU inh 2, Rv3671c inh 7, FBA Mtb inh 5, Mtb UGM inh -0.1, BioA inh -1.7, BoNT-F LC inh 4, MazEF act -3, DUSP3 inh 14 and GDH-TPI inh 6.
Screening Cc1nc2ccccc2c(=O)n1NC(=O)/C=C/c1ccccc1Cl returned FadD28 binding -0.5, CCHF vOTU inh -14, Rv3671c inh 2, FBA Mtb inh -2, Mtb UGM inh -1.6, BioA inh 1.8, BoNT-F LC inh 1, MazEF act -2, DUSP3 inh -7 and GDH-TPI inh -2.
`C1=C[C@H]2CC[C@@H]1N(c1ccccc1)O2` gave FadD28 binding -4.1, CCHF vOTU inh -3, FBA Mtb inh -2, BioA inh 0.1, BoNT-F LC inh 0, MazEF act -1 and GDH-TPI inh 9.
Screening OCc1cn(-c2ccc(Cl)cc2)nn1 returned FadD28 binding 1.0, CCHF vOTU inh -4, Rv3671c inh 8, FBA Mtb inh 2, Mtb UGM inh 0.4, BioA inh -1.9, BoNT-F LC inh -2, MazEF act 7, DUSP3 inh 6 and GDH-TPI inh -3.
O=C(Nc1nncs1)C1COc2ccccc2O1 (configuration not stated) was read as FadD28 binding 0.8, CCHF vOTU inh 9, Rv3671c inh -3, FBA Mtb inh 5, Mtb UGM inh 1.1, BioA inh -1.6, BoNT-F LC inh -18, MazEF act -6, DUSP3 inh -8 and GDH-TPI inh 5.

High-throughput results deposited in PubChem BioAssay by several laboratories.
